PriA SSB inh = inhibitors of Klebsiella pneumoniae PriA binding to SSB C-terminal tail; actives 0.6% (n = 430,000); AlphaScreen SSBct-PriA binding, biotinylated peptide; inhibition, % at 33 µM; in the data active = inhibition mostly above about 37%, no sharp cut-off; inactive = mostly below about 20%;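 note: plate controls were negative control peptide for no effect and reference peptide for full effect; strong numbers were not always called active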
* marks the source's active call; other numbers are inactive results; & = joins results of further samples. A portion of the library; the hit share may differ from the screen's.

Start of the data: the first six compounds (preview)
SMILES	PriA SSB inh
CCS(=O)(=O)Nc1ccc2c(c1)CN(C(=O)c1ccccc1)CC2	-6.0
C=CCN1C(=O)C(C)(C)COc2ccc(NC(=O)CCC)cc21	14.0
Cn1c(C(F)(F)F)nn(Cc2ccncc2)c1=O	-12.0
CO[C@@H](CNC(=O)Nc1c(F)cccc1F)c1ccccc1Cl	-9.0
CCSc1nc(-c2ccccc2)c(N)s1	37.0
O=C(C1CC=CCC1)N1CCC(CSCc2ccco2)CC1 (configuration not stated)	-20.0

The whole of this part, from the first entry:
SMILES	PriA SSB inh
CCS(=O)(=O)Nc1ccc2c(c1)CN(C(=O)c1ccccc1)CC2	-6.0
C=CCN1C(=O)C(C)(C)COc2ccc(NC(=O)CCC)cc21	14.0
Cn1c(C(F)(F)F)nn(Cc2ccncc2)c1=O	-12.0
CO[C@@H](CNC(=O)Nc1c(F)cccc1F)c1ccccc1Cl	-9.0
CCSc1nc(-c2ccccc2)c(N)s1	37.0
O=C(C1CC=CCC1)N1CCC(CSCc2ccco2)CC1 (configuration not stated)	-20.0
CN(CC#CCNC(=O)COc1ccc(Cl)cc1)Cc1ccccc1	7.0
COc1ccc(Cl)cc1NC(=O)NCC1CCN(C(=O)c2ccoc2)CC1	-13.0
Cc1c(C(=O)Nc2ccccc2-c2ccc(=O)n(C)n2)cnn1-c1ccccc1	-21.0
CC(C)c1nnc(C2CCN(CC(=O)NCc3ccco3)CC2)o1	-17.0
COc1cccc(NC(=O)NCC(c2ccsc2)N2CCCCCC2)c1 (configuration not stated)	-10.0
O=c1c(-c2nc3ccccc3s2)coc2cc(O)ccc12	-17.0
Cc1ccc2sc(N(CCN(C)C)C(=O)c3ccc4c(c3)OCCO4)nc2c1C	40.0*
CCCOc1cccc(C2C(=C(O)c3ccccc3)C(=O)C(=O)N2CCN(C)C)c1 (configuration not stated)	1.8
Cc1cc(C)cc(-n2cc(C(=O)N3CCC(NC(=O)c4cccs4)CC3)nn2)c1	-4.0
Cn1nc(-c2ccccc2NC(=O)c2cc(C3CC3)on2)ccc1=O	-5.0
C/C(C=NNc1nnc2c(n1)[nH]c1c(C)cccc12)=C\c1ccco1	10.1
O=C(CSc1ncc2c(n1)-c1ccccc1N(Cc1ccc(F)cc1)S2(=O)=O)c1ccc(Br)cc1	1.0
O=[N+]([O-])c1cc(Oc2ccccc2)cc(Oc2ccc(Br)cc2)c1	-1.0
CC1(C)CC(=O)C(N=Nc2ccc(SC(F)(F)F)cc2)=C(O)C1	0.0
CCCCOc1ccc(C(=O)Nc2ccc3c(c2)N(CCC)C(=O)C(C)(C)CO3)cc1	14.0
O=C(Cc1ccccc1)N1CCN(c2nc3ccc(Br)cc3s2)CC1	-14.0
O=C(NCc1ccc(F)cc1)N1CCC(c2nnc(-c3ccco3)o2)CC1	-5.0
CCOC(=O)C1=C(C)N=c2sc(=C3C(=O)Nc4ccccc43)c(=O)n2C1c1ccc2c(c1)OCO2 (configuration not stated)	17.5
CCOc1cn(-c2ccc(F)cc2)nc1C(=O)N1c2ccccc2CC1C (configuration not stated)	5.0

Structures above with a CF3 group, in the order listed:
SMILES	PriA SSB inh
Cn1c(C(F)(F)F)nn(Cc2ccncc2)c1=O	-12.0
CC1(C)CC(=O)C(N=Nc2ccc(SC(F)(F)F)cc2)=C(O)C1	0.0

(more compounds)
SMILES	PriA SSB inh
Cc1cc(=O)[nH]c(NN=Cc2ccc(-c3ccc([N+](=O)[O-])cc3)o2)n1	-6.7
O=c1c([N+](=O)[O-])c(NCCCn2ccnc2)c2ccccc2n1-c1ccccc1	11.0
CC(=O)Nc1cccc(NC(=O)Cc2csc(Nc3cccc(C(F)(F)F)c3)n2)c1	-1.0
O=S(=O)(c1ccccc1C(F)(F)F)N1CCN(c2ccc(-c3ccco3)nn2)CC1	-11.0
CC(=O)c1cccc(NC(=O)c2ccc(S(=O)(=O)N3CC(C)CC(C)C3)cc2)c1 (configuration not stated)	-11.0
CCOc1ccccc1C(=O)NCC(c1ccc2c(c1)CCCN2C)N1CCCC1 (configuration not stated)	10.0
CC/C(C)=C1\SC(N2CCN(c3ccccc3[N+](=O)[O-])CC2)=NC1=O	-5.0
CCn1c(=O)cc(N2CCN(c3ccc(F)cc3)CC2)[nH]c1=O	-12.0
CCn1c(=NC(=O)c2ccnn2C)sc2c(OC)ccc(OC)c21	-3.0
Cc1csc(NC(=O)CCCCCN2C(=O)/C(=C\c3cccs3)SC2=S)n1	7.0
CC(C)c1ccc(OCC(=O)NCCn2ncc3c(=O)n(Cc4ccccc4)cnc32)cc1	-29.0
O=[N+]([O-])c1cc(-c2ccc(C(=S)N3CCCCC3)o2)ccc1Cl	0.0
COC(=O)c1ccc(COc2coc(CN3CCc4ccccc4C3)cc2=O)o1	-5.0
Cc1ccc(Cl)cc1S(=O)(=O)NCC1(c2cccs2)CCOCC1	-7.0
O=S(=O)(c1cc(Br)c(OCc2ccccc2)c(Br)c1)c1cc(Br)c(OCc2ccccc2)c(Br)c1	7.0
COc1ccc(N2C(=O)C3C(Cc4c[nH]c5ccccc45)NC4(C(=O)Nc5ccccc54)C3C2=O)cc1 (configuration not stated)	3.0
CS(=O)(=O)Nc1ccccc1C1=NN(C(=O)c2ccco2)C(c2ccccc2Cl)C1 (configuration not stated)	-4.0
Cc1nc(OC(C)C)cc(N2CCN(C(=O)c3cccc4ccccc34)CC2)n1	0.0
CCOc1ccc(-n2c(=S)sc3c(=O)[nH]c(SCC(=O)Nc4cc(C)cc(C)c4)nc32)cc1	-6.0
O=C(CSc1ccc(F)cc1)Nc1nc2c(F)cc(F)cc2s1	-9.0
CCn1c(=NC(=O)c2ccc(N3C(=O)CCC3=O)cc2)sc2cc(F)cc(F)c21	-4.0
CC(C)(C)c1ccc(C=NOCC(=O)NCc2ccc(F)cc2)cc1	-7.3
Cc1cc(-n2c(C)nc3ncccc3c2=O)ccc1NC(=O)c1ccc(F)cc1F	3.0
O=C(COc1cccc(C(F)(F)F)c1)N1CCN(c2cc(-n3cncn3)ncn2)CC1	-11.0
NC(=NOC(=O)c1cc(Br)ccc1Cl)c1ccccn1	-23.5

Remaining list, next part:
SMILES	PriA SSB inh
O=C(CN1C(=O)c2ccccc2C1=O)NCCS(=O)(=O)N1CCc2ccccc2C1	7.0
Cc1cc(NC(=O)c2ccccc2C)n(-c2nc(-c3cccs3)cs2)n1	-10.0
COC(=O)c1sccc1NC(=O)CS(=O)(=O)c1cccs1	-1.0
O=C(Cc1cccc2ccccc12)NN=C/C=C/c1cccc([N+](=O)[O-])c1	0.8
CC(=NNc1ccc([N+](=O)[O-])cc1)c1cc2ccccc2o1	-21.3
COc1ccc(-c2nsc(SCC(=O)Nc3nccs3)n2)cc1	-16.0
Cc1cc([N+](=O)[O-])ccc1NC(=O)c1ccc(-n2cnnn2)cc1	12.0
COc1cccc(CC(=O)N2CCC(CN3CCN(C)C[C@@H]3C)CC2)c1	-3.0
COc1ccc(OC)c(-n2c(SCC(=O)Nc3ccc4c(c3)OCCO4)nnc2-c2c[nH]c3ccccc23)c1	3.0
O=C(Nc1ccncc1)c1ccc(NS(=O)(=O)c2cccc(Cl)c2)cc1	2.0
Cc1nc2c(ccc3nc(NC(=O)c4ccc(Br)s4)sc32)s1	-18.0
CCOc1ccc(NC(=O)N2CCC(N3CCC[C@@H]3CSCC)CC2)cc1	14.0
COCc1c(C(=O)NN=C(C)c2ccc(OCc3ccccc3)cc2)nnn1-c1nonc1N	-10.8
O=C(NCCCn1ncccc1=O)c1cc2n(n1)CCCO2	-11.0
O=C(CN1CC(c2nc(-c3cccc(C(F)(F)F)c3)no2)C1)c1ccccc1	-3.0
O=C(Nc1cnn(C2CCOCC2)c1)NC(c1ccccc1)c1ccccc1	-1.0
CCCc1nnsc1C(=O)Nc1cccc(-c2csc(-c3ccccc3)n2)c1	-9.0
CCn1c(=NC(=O)CCS(=O)(=O)c2ccc(OC)cc2)sc2c(C)cc(C)cc21	-2.0
O=C(NN=Cc1cccnc1)C(O)(c1ccccc1)c1ccccc1	-4.8
Cc1nc(-c2ccccc2Cl)sc1CNS(=O)(=O)c1ccccc1F	-6.0
O=S(=O)(NCCCN1CCN(c2ccccc2)CC1)c1ccccc1F	3.0
COc1ccc(S(=O)(=O)N=C2C=C(NS(=O)(=O)c3ccccc3)C(=O)c3ccccc32)cc1	3.2
O=C(NCCn1ncc2c(N3CCOCC3)ncnc21)C1(c2ccccc2)CCOCC1	-9.0&-1.0
CCN1CCN(C(c2ccc(Cl)cc2)c2c(C)[nH]c3ccccc23)CC1 (configuration not stated)	19.0
O=C(CC(SCc1ccco1)c1ccc(C(F)(F)F)cc1)c1cccs1 (configuration not stated)	-1.0

Next structures follow:
SMILES	PriA SSB inh
O=C(NCC1CCN(Cc2cccs2)CC1)C1CC1	-1.0
Cc1cc(C)c(NC(=O)Cn2cnc3c(-c4ccc(Cl)cc4)csc3c2=O)c(C)c1	-3.0
CCc1nnc(NS(=O)(=O)c2ccc(NC(=O)c3coc4ccccc4c3=O)cc2)s1	-8.0
O=C(c1cnn2c1OCCC2)N1CCC(Cc2ccc(C(F)(F)F)cc2)C1 (configuration not stated)	-12.0
Cc1nc(C)n(CC(O)COc2ccc(-c3ccccc3)cc2)n1 (configuration not stated)	-1.0
O=C(NCc1ccc(-c2nccs2)cc1)c1nc2ccccc2s1	-7.0
O=c1c(-c2ccc(Cl)cc2)coc2cc(OCCN3CCN(c4ccccc4)CC3)ccc12	-7.0
COc1ccc2nc(COc3ccc(Cl)c(C)c3)[nH]c2c1	-2.0
COc1ccc(S(=O)(=O)Nc2ccc3c(c2)N(C(=O)C2CCCC2)CC3)c(OC)c1	5.0
NNC(=O)COc1ccc(Cl)cc1	4.0
Cc1cc(NC(=O)C(C)(C)Oc2ccc(Cl)cc2)n(-c2nc3c(c(=O)[nH]2)CCC3)n1	-1.0
O=S(=O)(NCCN1CCC(c2cccs2)CC1)c1ccc(Br)s1	-10.0
O=C(NCc1ccccc1F)c1coc(NC(=O)c2cnccn2)n1	1.0
N#Cc1nccnc1O[C@H]1CCN(C(=O)c2ccccn2)C1	-20.0
O=C(CSc1nc2ccccc2o1)N1CC(c2nc(-c3ccc[nH]c3=O)no2)C1	-8.0
O=S(=O)(NC[C@@](O)(c1ccccc1)C1CC1)c1ccc(OC(F)(F)F)cc1	-5.0
CN1CCc2cc(C(CNS(=O)(=O)CCc3ccccc3)N3CCOCC3)ccc21 (configuration not stated)	20.0
Cc1nn(Cc2ccccc2)c(C)c1C=NNC(=O)CNc1cccc(C(F)(F)F)c1	3.4
Cc1cnnn1-c1ccc(C(=O)Nc2ccc(Cl)cc2Cl)cc1	-1.0
COc1ccc(CNC(=O)N2CCC(c3nnc(C4CC4)o3)CC2)cc1	-8.0
CCCCc1cnc2c(c1Cl)c(=O)n(C)c(=O)n2C	-24.0
S=c1[nH]nc(C2CCCCC2)n1N=Cc1ccncc1	-10.4
CC(O)(CNS(=O)(=O)CC12CCC(CC1=O)C2(C)C)C1CC1 (configuration not stated)	-4.0
COc1ccccc1NC(=O)CS(=O)(=O)c1cccs1	8.0
Cc1ncc(CO)c(C=NNc2ccc(C(F)(F)F)cn2)c1O	71.7*

Following part
SMILES	PriA SSB inh
O=C(Nc1ccc(SCc2cccnc2)nn1)c1cccc(F)c1	-5.0
O=C(CC1CCCCN1S(=O)(=O)c1ccc(Cl)cc1)NCc1ccc2c(c1)OCO2 (configuration not stated)	-20.0
Cc1cccc(-c2noc(CCn3c(=O)[nH]c4ccccc4c3=O)n2)c1	-33.0
COc1cccc(CNC(=O)C2CCN(C(=O)c3n[nH]c4ccccc34)CC2)c1	3.0
CCc1nc2n(n1)C(=O)C([C@@H](c1ccccc1F)N1CCC(C(N)=O)CC1)S2 (some centres not stated)	-25.0
CSc1ncccc1C(=O)N1CCC(CNC(=O)NCc2ccc(Cl)cc2)CC1	-17.0
CN1CCc2cc(C(CNC(=O)c3c(F)cccc3Cl)N3CCCCC3)ccc21 (configuration not stated)	0.0
CCOc1ccc(Cc2nnc(Nc3cccnc3)[nH]c2=O)cc1	-1.0
CCOc1ccccc1N=Cc1sc(=S)n(C(C)c2ccccc2)c1O (configuration not stated)	4.0
O=C1CC(C2CCCC=C2N2CCCCC2)C(=O)N1c1ccccc1 (configuration not stated)	3.0
Cc1cccc(-n2nnc(C(=O)N3CCN(c4ccccc4)CC3)c2-c2cccnc2)c1	7.0
O=C(CNS(=O)(=O)c1cccc(Cl)c1)Nc1cccc(-c2nc3ccccc3s2)c1	-17.0
CSc1nc2ccc3nc(NC(=O)COc4ccc(Cl)cc4Cl)sc3c2s1	-4.0
O=C1OC(c2ccc(Cl)cc2)C(=C(O)c2ccccc2)C1=O (configuration not stated)	-14.9
Cn1c(=O)c2cc(C(=O)Nc3ccc(C(F)(F)F)cc3)sc2n(C)c1=O	-4.0
CO[C@@H](CNC(=O)c1cc(C2CC2)on1)c1cccc(F)c1	-2.0
CC1(C)COc2ccc(NS(=O)(=O)CCc3ccccc3)cc2NC1=O	-9.0
COc1ccc(CNC(=O)N2CCC(Cn3ccnc3C)CC2)cc1	-6.0
COCCCN1C(=O)C(=O)C(=C(O)c2ccc(OC(C)C)cc2)C1c1cccnc1 (configuration not stated)	-7.9
S=c1[nH]cc(-c2ccccc2)n1Cc1ccco1	18.0
CCCCOC(=O)c1ccc(NC(=O)Cc2csc(Nc3cccc(C)n3)n2)cc1	1.0
CC(/C=N\NC(=O)CCn1nnc2ccccc21)=C\c1ccccc1	-4.0
OC(COCC1CC2CCC1C2)CN1CCN(Cc2ccc3c(c2)OCO3)CC1 (configuration not stated)	-11.0
COc1ccc2c(c1OC)C(=O)N(c1cc(C)[nH]n1)C2=O	-16.0

Three entries already listed, sorted by molecular weight, descending.
SMILES	PriA SSB inh
Cc1cccc(-c2noc(CCn3c(=O)[nH]c4ccccc4c3=O)n2)c1	-33.0
CC(/C=N\NC(=O)CCn1nnc2ccccc21)=C\c1ccccc1	-4.0
CO[C@@H](CNC(=O)c1cc(C2CC2)on1)c1cccc(F)c1	-2.0
